Hsp90 Hop PPI – qHTS Assay for Disrupters of an Hsp90 Co-Chaperone Interaction; Hsp90 C-terminal peptide / TPR2A (Hop) interaction, human; AlphaScreen TPR2A-His6 binding biotin-Hsp90 C-terminal peptide; Potency, µM (doses to about 57 µM), inactives show at the highest dose activity change, negative = inhibition; actives 0.44% (n = 71,000); AID 595, 2007; active means well fitted curve in either direction with a large enough effect; inconclusive means small, poorly fitted or top-dose-only effect, or another doubt; further: potency means the concentration at half of the fitted maximal effect; on the % scale 0 is the no-effect control and ±100 the full control effect; many of its hits are not listed in these tables
CRE-bla Fsk – Cell signaling CRE-BLA (Fsk stim); AID 662, 2007; Potency, µM (highest dose often 38.2 µM), without a hit: top-dose activity change, negative = inhibition, usual class: activators; CHO CRE-bla reporter (cAMP response element driving beta-lactamase), forskolin EC10, beta-lactamase ratio; actives 2.5% (n = 71,000); active means well fitted activation curve with a large enough effect in the signal ratio, with a control signal flat, not every such curve was filed as active; inconclusive means small, poorly fitted or top-dose-only effect, or effect the other way, or a change in a side signal; the % refers to the signal ratio; further: potency means the concentration at half of the fitted maximal effect; % of control where 0% means no effect
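Modulation of forskolin signalling: compounds in titration series added with EC10 NKH 477 to CHO cells carrying a CRE-driven beta-lactamase reporter, 3 h, 37C. CCF4 FRET ratio (460/530 nm, ex 405 nm) gives %activity and AC50.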
ALOX15 inhib – qHTS Assay for Inhibitors of 15-hLO (15-human lipoxygenase). purified 15hLO-1, xylenol orange hydroperoxide absorbance. Potency, µM (top dose mostly 57.1 µM), for the others: at the top dose activity change, negative = inhibition, actives largely listed as inhibitors. actives 1.4% (n = 74,000); further: potency means the concentration at half of the fitted maximal effect; on the % scale 0 is the no-effect control and ±100 the full control effect; nearly all actives have a fitted effect of over 55% in size
Target sequence (P16050 whole entry, looked up): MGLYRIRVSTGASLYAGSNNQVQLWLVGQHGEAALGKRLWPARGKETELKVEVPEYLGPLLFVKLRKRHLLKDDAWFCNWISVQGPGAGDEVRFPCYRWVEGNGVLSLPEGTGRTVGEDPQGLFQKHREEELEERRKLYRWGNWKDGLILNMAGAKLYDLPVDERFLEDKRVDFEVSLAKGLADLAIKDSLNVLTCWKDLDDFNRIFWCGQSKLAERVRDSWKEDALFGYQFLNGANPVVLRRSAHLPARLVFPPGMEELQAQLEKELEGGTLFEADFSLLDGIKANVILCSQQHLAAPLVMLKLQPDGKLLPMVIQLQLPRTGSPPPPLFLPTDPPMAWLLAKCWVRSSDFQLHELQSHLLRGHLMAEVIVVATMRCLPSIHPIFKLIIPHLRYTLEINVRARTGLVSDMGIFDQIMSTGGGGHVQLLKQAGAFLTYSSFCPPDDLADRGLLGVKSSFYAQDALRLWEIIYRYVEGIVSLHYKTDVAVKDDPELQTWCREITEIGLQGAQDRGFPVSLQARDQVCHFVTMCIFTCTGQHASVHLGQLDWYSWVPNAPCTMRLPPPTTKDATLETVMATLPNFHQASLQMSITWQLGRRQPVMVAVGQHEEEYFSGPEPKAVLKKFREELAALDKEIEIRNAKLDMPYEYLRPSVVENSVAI
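Purified human 15hLO-1 (40 nM final) in 25 mM Hepes pH 7.5, 0.01% Triton X-100 was preincubated with compound 15 min at room temperature, then reacted 6 min with 50 uM arachidonic acid; hydroperoxide detected by Fe-XO, 573/405 nm absorbance ratio.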
ERK AVP inh – qHTS Assay for Inhibitors of the ERK Signaling Pathway using a Homogeneous Screening Assay; HEK293-V1b, vasopressin-stimulated pERK AlphaScreen; Potency, µM (series often up to 57.5 µM), without a hit: top-dose activity, negative = inhibition, actives largely listed as inhibitors; actives 0.99% (n = 72,000); AID 995, 2007; further: potency means the concentration at half of the fitted maximal effect; on the % scale 0 is the no-effect control and ±100 the full control effect; nearly all actives have a fitted effect of over 55% in size
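V1b-HEK293 cells; cpd 30 min 37C; 25 nM vasopressin 5 min; lyse 10 min; AlphaScreen beads 5 hr RT. Normalized to DMSO basal and 25 nM vasopressin; AC50 by Hill fit.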
HADH2 inhib – qHTS Assay for Inhibitors of HADH2 (Hydroxyacyl-Coenzyme A Dehydrogenase, Type II); 3-hydroxyacyl-CoA dehydrogenase type-2 (Homo sapiens), Q99714; recombinant HADH2, NADH fluorescence, beta-hydroxybutyryl-CoA; Potency, µM (series often up to 57.1 µM), without a hit: at the top dose activity change, negative = inhibition, hits mostly inhibitors; actives 3.4% (n = 73,000); further: potency means the concentration at half of the fitted maximal effect; on the % scale 0 is the no-effect control and ±100 the full control effect; nearly all actives have a fitted effect of over 60% in size; many of its hits are not listed in these tables
Target sequence (Q99714 whole entry, looked up, one chain of several): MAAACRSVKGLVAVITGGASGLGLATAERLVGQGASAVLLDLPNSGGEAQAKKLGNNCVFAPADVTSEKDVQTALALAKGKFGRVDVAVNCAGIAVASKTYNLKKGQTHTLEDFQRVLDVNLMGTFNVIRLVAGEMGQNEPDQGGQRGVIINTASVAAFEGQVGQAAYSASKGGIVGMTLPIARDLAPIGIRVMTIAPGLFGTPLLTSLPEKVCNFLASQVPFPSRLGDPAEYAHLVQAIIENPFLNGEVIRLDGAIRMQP
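E. coli-expressed His-tagged HADH2 tested at 20 nM in alkaline Tris buffer (pH 9.0); oxidation of 90 uM beta-hydroxybutyryl-CoA with 1 mM NAD+ tracked fluorimetrically for 4 min.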
Luciferase inh – qHTS Assay for Inhibitors of Firefly Luciferase; purified firefly luciferase, luminescence, 8 min; Potency, µM (titrated, usually from 57.1 µM), for inactives: top-dose activity change, negative = inhibition, actives largely listed as inhibitors; actives 2.2% (n = 72,000); further: potency means the concentration at half of the fitted maximal effect; on the % scale 0 is the no-effect control and ±100 the full control effect; nearly all actives have a fitted effect of over 40% in size
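Inhibition of light generation by firefly luciferase from ATP and luciferin was profiled with concentration-response curves per sample, ATP held at 10 uM within the enzyme's linear range. Plates were read by luminescence after an 8-minute ambient incubation.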
HBB splice mod – qHTS Assay for Modulators of Hemoglobin Beta Chain Splicing; HBB splicing reporter cell assay, activation; EGFP reporter with mutant IVS2-654 intron; response scale: normalised to 500 nM splice-correcting PNA; Potency, µM (doses to about 46.1 µM), for the others: at the top dose activation, usual class: activators; actives 0.06% (n = 65,000); AID 925, 2007; further: potency means the concentration at half of the fitted maximal effect; 0% is about no effect
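HeLa cells stably expressing EGFP interrupted by mutant beta-globin intron 2 (IVS2-654), 500/well in 2% FCS. Treated with compound for 2 days at 37C. Splicing correction scored as total well GFP intensity (488 nm excitation, 500-520 nm emission); 500 nM antisense PNA served as control.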
Tau filament bind – qHTS Assay for Tau Filament Binding | AID 596, 2007 | actives 2% (n = 71,000) | Potency, µM (top dose mostly 57.1 µM), for inactives: at the top dose activity change, negative = inhibition | recombinant tau filaments, thioflavin S fluorescence, 15 h; filaments grown with octadecylsulfate alongside compound;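 further: potency means the concentration at half of the fitted maximal effect; on the % scale 0 is the no-effect control and ±100 the full control effect; actives lower thioflavin S fluorescence by blocking filaments or displacing dye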
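His-tagged recombinant human tau (exons 2, 3 and 10 included), 1 uM, was induced to fibrillize by 30 uM sodium octadecylsulfate with compound present. After 15 h at 37 C, thioflavine S fluorescence (ex 450, em 510 nm) was read.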
TexasRed autofl – qHTS Assay for Spectroscopic Profiling in Texas Red Spectral Region | max dye-equivalent concentration, M | Compound fluorescence, Texas Red channel, 547/618 nm; active compounds read high | AID 587, 2007 | actives 0.06% (n = 59,000); in the data active means max dye-equivalent concentration above about 10 nM; inconclusive means between about 1.1 nM and that limit
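Compound fluorescence was read after 15 min at room temperature in 100 mM Tris, pH 8.0, using 547 nm excitation and 618 nm emission across a concentration series. It was expressed as Texas Red dye-equivalent concentration from an on-plate standard curve.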
DNA Pol III inh – qHTS Assay for Inhibitors of DNA Polymerase III Holoenzyme System; reconstituted DNA polymerase III holoenzyme replication, biochemical; Potency, µM (highest dose often 57.1 µM), without a hit: at the highest dose activity change, negative = inhibition; actives 0.25% (n = 71,000); further: potency means the concentration at half of the fitted maximal effect; on the % scale 0 is the no-effect control and ±100 the full control effect
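Reconstituted *E. coli* holoenzyme (0.35 nM Pol III, 1 nM beta, 154 nM SSB, 2 nM primase) was preincubated with compound for 15 min at RT. Synthesis on 1.4 nM ssM13Gori ran 35 min, then was stopped with PicoGreen/EDTA and read as dsDNA fluorescence.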
Rhodamine fluor – qHTS Assay for Spectroscopic Profiling in Rhodamine Spectral Region | Rhodamine-region fluorescence, 547/598 nm, Tris buffer; active compounds read high | max dye-equivalent concentration, M | actives 0.05% (n = 59,000) | AID 594, 2007; in the data active means max dye-equivalent concentration above about 11 nM; inconclusive means between about 1.1 nM and that limit
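Steps: pin-transfer compounds into pH 8.0 Tris (100 mM), hold 15 min at room temperature, image with a 547/598 nm filter pair, and convert intensities to rhodamine-equivalent concentration using a six-point on-plate rhodamine series.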
Active calls of the source: *; i = inactive; ? = inconclusive; nt = no result given; [ ] = dose if it differs, or a comment. Unless noted, the call rests on the fitted dose curve; in most records, active means well fitted curve in the direction sought with a large enough effect; inconclusive means small, poorly fitted or top-dose-only effect, or another doubt; inactive means no such curve, though single readings can be large; an effect the other way counts as inactive or inconclusive. This is a subset; the hit share may differ from the screen's.

SMILES | Hsp90 Hop PPI | CRE-bla Fsk | ALOX15 inhib | ERK AVP inh | HADH2 inhib | Luciferase inh | HBB splice mod | Tau filament bind | TexasRed autofl | DNA Pol III inh | Rhodamine fluor
CCC1Oc2ccc(C)cc2N(CC(=O)N2CCN(c3ccc(F)cc3)CC2)C1=O (stereo not given) | -0.8% | -20.0% | -21.2% | -26.6% | 11.5% | 2.0% | -1.6% | 37.5% | nt | 0.8% | nt
Cc1cc(C(=O)CSc2nnc(-c3ccc(Cl)cc3)n2CC2CCCO2)c(C)n1C (stereo not given) | -13.5% | -6.6% | -6.0% | 0.0% | -22.6% | 0.4% | -1.0% | 5.3% | ? | -4.1% | i
COc1ccc(Oc2ncc3nc(-c4ccc(OC)cc4)c(=O)n(C)c3n2)cc1 | -1.9% | ? | 3.2% | 8.6% | 2.7% | 1.8%[11.4 µM] | -0.8% | -4.6% | i | -9.0% | i
COc1ccc(CN2CC(C(=O)NCCN3CCOCC3)CC2=O)cc1 (stereo not given) | 1.2% | 13.1% | 8.9% | 24.4% | 0.5% | -1.1% | 2.0% | -3.3% | ? | -1.1% | i
O=S(=O)(c1cccs1)N1CCN(Cc2nc3ccccc3s2)CC1 | 0.4% | -2.7% | -28.5% | -14.1% | 6.1% | -8.7% | -0.3%[57.5 µM] | 16.7% | ? | -0.1% | i
Cc1ccc(N2CC(C(=O)NCCC(C)C)CC2=O)cc1 (stereo not given) | 4.3% | -2.1% | 6.6% | -3.2% | 21.9% | 4.1% | -3.0% | -3.1% | i | -2.8% | i
COc1ccccc1N1CCN(CC(=O)Nc2ccc(CN3CCCCC3)cc2)CC1 | -5.0% | -9.2% | -4.9% | -9.1% | -0.7% | 1.4% | -3.3% | -17.2% | ? | 30.2% | i
O=C(CN1CCN(S(=O)(=O)c2ccc(F)cc2)CC1)Nc1cc(C(F)(F)F)ccc1Cl | 0.7% | ? | 1.9% | 10.6% | -8.7% | 2.0% | 0.0% | -10.6% | i | -11.6% | i
O=C(COc1ccccc1Cl)N1CCN(c2ccc(F)cc2)CC1 | 0.4% | 15.1% | -5.6% | -7.1% | -4.9% | -0.6% | -1.2% | 3.9% | ? | -0.3% | i
CCC(C)NC(=O)c1ccccc1NC(=O)CN1C(=O)c2ccccc2S1(=O)=O (stereo not given) | 0.0% | -3.7% | 2.9% | -5.0% | 9.6% | 1.1% | -0.6% | -6.0% | nt | -1.2% | nt
O=C(OCC(=O)N1CCCC1)c1cncc(Br)c1 | -2.2% | ? | -5.2% | 0.0% | 30.0% | 1.0% | 0.1% | -2.8% | i | -1.8% | i
Cc1cc(C)c(C#N)c(SCS(=O)Cc2ccc(Cl)cc2)n1 (stereo not given) | 0.8% | ? | -12.5% | 9.1% | 6.5% | 0.4% | -1.5% | 26.1% | ? | -5.8% | i
O=C(CSc1ccc2c(c1)OCCO2)NC(=O)NC1CCCC1 | -4.2% | 0.4% | -7.2% | 12.2% | 5.0% | -0.2% | -0.2%[57.5 µM] | -4.8% | ? | 3.6% | i
Cc1cc(C)n2nc(SCC(=O)N(C(C)C)C(C)C)nc2n1 | -0.7% | ? | 0.6% | -13.1% | -0.3% | 3.9% | -1.3% | 0.8% | i | -3.7% | i
Cc1nc(N2CCN(c3ncccn3)CC2)c2oc3ccccc3c2n1 | -2.1% | ? | -4.3% | -10.3% | 1.1% | -0.8% | 7.3%[0.369 µM] | 88.2% | i | -6.1% | i
CCNc1ncc2nc(C)c(=O)n(Cc3ccc(F)cc3)c2n1 | -1.6% | ? | 7.3% | -17.5% | -7.0% | 1.8%[11.4 µM] | 2.4% | 128.6% | i | 13.8% | i
CCOC(=O)c1c(C)c(C(=O)Nc2ccc3c(c2)OCCO3)c(C)n1CC | -9.0% | 16.7% | -1.1% | -17.0% | 6.3% | -0.4% | 0.3% | 3.3% | i | -5.5% | i
CCc1nc(SCC(=O)Nc2ccnc3ccccc23)n[nH]1 | -2.2% | -9.5% | -7.3% | ? | ? | 2.1% | -1.5% | -0.6% | ? | -7.6% | i
CN(C)C(=O)c1ccc(-c2ccc3ncnc(N(C)C)c3c2)cc1 | -0.2% | ? | -0.5% | -16.6% | 3.3% | 1.8%[2.29 µM] | 1.0% | -1.2% | i | -2.7% | i
CCCc1[nH]nc2c1C(c1ccccc1OCC)C(C#N)=C(N)O2 (stereo not given) | -1.8% | -4.7% | -7.3% | -22.5% | ? | -1.0% | nt | -3.3% | i | -6.7% | i
Cc1nc2cnc(N(C)C)nc2n(Cc2cccs2)c1=O | 7.2% | 7.94µM* | -4.1% | -12.1% | 5.0% | 1.2%[11.4 µM] | 0.9% | -7.1% | i | -5.9% | i
CC1CCN(C(=O)CSc2nc(N)c3c4c(sc3n2)CN(C)CC4)CC1 | -4.9% | ? | 6.3% | -12.1% | 28.7% | 2.4% | -1.3% | 7.0% | ? | -6.8% | i
CC1CCCC(C)N1CCNC(=O)C1CCN(S(=O)(=O)N2CCCCC2)CC1 (stereo not given) | -0.8% | 4.9% | -7.5% | -14.3% | 5.1% | 5.4% | -0.5%[57.5 µM] | 1.5% | i | -2.7% | i
O=C(NCCCN1CCOCC1)C1CC(=O)N(C2CCCCC2)C1 (stereo not given) | -3.8% | -4.1% | 1.4% | 3.0% | 3.1% | 4.8% | 2.4%[0.369 µM] | -4.7% | i | -6.4% | i
O=C(c1ccccc1)c1ccc2nc(N3CCCCC3)c3nncn3c2c1 | -3.3% | ? | -3.9% | ? | -1.4% | -1.8% | -0.2% | 331.4% | nt | 1.9% | nt
CCCCc1nc(SCC(=O)Nc2cc(C)on2)n[nH]1 | -1.8%[11 µM] | 24.1%[7.6 µM] | -7.6%[11.4 µM] | -11.9% | -2.1%[11.4 µM] | -6.6% | -1.8%[0.0738 µM] | 1.6%[11.4 µM] | nt | 6.4%[11.4 µM] | nt
C[C@@H](C(=O)NCc1ccccn1)[C@@H]1C[C@@]1(C)[C@@H](NC(=O)OCc1ccccc1)c1ccccc1 | -10.2% | -12.6% | nt | -5.2% | -2.6% | nt | 0.7% | -8.7% | nt | -0.2% | nt
COc1ccc2c(c1)cc1n2CCN=C1N | 0.3% | 9.1% | 9.5% | 0.6% | -5.3% | -0.9% | -0.4%[57.5 µM] | -16.6% | ? | -3.6% | i
CN(Cc1ccco1)c1nc(-c2cccc(C#N)c2)nc2ccccc12 | ? | ? | -8.5% | 20.8% | -18.6% | 0.7%[2.29 µM] | 1.6% | 17.2% | i | 10.3% | i
O=C(Nc1cccnc1)c1coc(=O)c2ccccc12 | -0.8% | 8.9% | -0.4% | 17.0% | 285.6%[activator] | -0.6% | -0.6% | 3.4% | i | 2.0% | i
Clc1cccc(OCCn2cncn2)c1Cl | -2.9% | -11.3% | -4.8% | -7.0% | -3.5% | 2.6% | 0.3% | 3.2% | i | 1.8% | i
CCN(CC)CCCn1c(=S)[nH]c2ccccc2c1=O | 1.8% | -3.9% | 1.2% | -17.0% | -16.3% | 0.4% | 0.5%[57.5 µM] | 2.2% | i | 0.1% | i
COc1ccc(C(=O)N2CCC3(CCCN(Cc4ccccc4OC)C3)CC2)cc1 | -1.0% | -1.2% | -0.3% | -5.8% | 11.6% | 0.1%[11.4 µM] | -2.1% | -2.4% | i | 2.2% | i

Reprinted at random: 2 compounds from above, in no set order.
SMILES | Hsp90 Hop PPI | CRE-bla Fsk | ALOX15 inhib | ERK AVP inh | HADH2 inhib | Luciferase inh | HBB splice mod | Tau filament bind | TexasRed autofl | DNA Pol III inh | Rhodamine fluor
COc1ccc(C(=O)N2CCC3(CCCN(Cc4ccccc4OC)C3)CC2)cc1 | -1.0% | -1.2% | -0.3% | -5.8% | 11.6% | 0.1%[11.4 µM] | -2.1% | -2.4% | i | 2.2% | i
Clc1cccc(OCCn2cncn2)c1Cl | -2.9% | -11.3% | -4.8% | -7.0% | -3.5% | 2.6% | 0.3% | 3.2% | i | 1.8% | i
